Screening results deposited in PubChem BioAssay by Southern Research Specialized Biocontainment Screening Center.
Dengue-2 NS5 capping: Dengue-2 NS5 methyltransferase inhibitors, primary screen, biochemical, confirmation dose response (AID 588689). one-dose inhibition, % at 25 µM; IC50 in µM for titrated hits. actives 0.3% (n = 340,000). Dengue-2 NS5 methyltransferase capping enzyme assay, biochemical; higher % means a stronger effect; in the data active means a potency from the dose series
Rac1 GTP hydrolysis: MgcRacGAP GTPase-activating activity inhibitors, confirmation, biochemical, ADP Hunter fluorescence. MgcRacGAP-stimulated Rac1 GTP hydrolysis, ADP Hunter fluorescence; higher % means a stronger effect; GST-tagged Rac1 F28L mutant substrate. inhibition, % at 30 µM; hits with a dose series show IC50 in µM. actives 0.6% (n = 340,000). AID 624330, 2012;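 active means first-screen hits whose inhibition reached a set limit at any dose in the follow-up dose series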;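 further: fluorescence reports GDP produced by GAP-driven GTP hydrolysis; strong numbers were not always called active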
Dengue-2 NS5 capping pilot replicate: also measured in Dengue-2 NS5 capping; calls as there; inhibition, %; measured here: pilot screen replicate inhibition
* marks the source's active call; other numbers are inactive results. A portion of the library; the hit share may differ from the screen's.

For CCOC(=O)C1=CNS(=O)(=O)NC1c1ccc(C[C@H](NC(=O)CNC(=O)CCc2ccccc2)C(N)=O)cc1 (stereo not given in full) the results were Dengue-2 NS5 capping 2%, Rac1 GTP hydrolysis 6% and Dengue-2 NS5 capping pilot replicate 0.9.
`C[C@H](NC(=O)c1ccc(Cl)cc1)C(=O)OCn1nnc2ccccc2c1=O` gave Dengue-2 NS5 capping -8% and Rac1 GTP hydrolysis 4%.
COc1cc(CCC(=O)OCC(=O)Nc2sccc2C(N)=O)cc(OC)c1OC was read as Dengue-2 NS5 capping -10% and Rac1 GTP hydrolysis 10%.
CC1(c2ccc(F)cc2)OC(=O)c2c1ccc1ccccc21 (stereo not given) was read as Dengue-2 NS5 capping -8% and Rac1 GTP hydrolysis 8%.
For COc1ccc(-c2coc3cc(OC)ccc3c2=O)cc1 the results were Dengue-2 NS5 capping -5% and Rac1 GTP hydrolysis -3%.
For CCOC(=O)C1=CNS(=O)(=O)NC1CCc1ccccc1 (stereo not given) the results were Dengue-2 NS5 capping -2%, Rac1 GTP hydrolysis 9% and Dengue-2 NS5 capping pilot replicate -6.0.
Screening O=S(=O)(NN=Cc1ccc(O)cc1O)c1cc(Cl)c(Cl)cc1Cl returned Dengue-2 NS5 capping -10% and Rac1 GTP hydrolysis 24%.
Screening COc1cc(NC(=O)C2CCN(S(=O)(=O)c3cccs3)CC2)c(C(=O)O)cc1OC returned Dengue-2 NS5 capping -1% and Rac1 GTP hydrolysis 18%.
`CCOc1ccc(S(=O)(=O)N2CCC(C(=O)Nc3ccc(C)c(S(=O)(=O)N4CCOCC4)c3)CC2)cc1` gave Dengue-2 NS5 capping -11% and Rac1 GTP hydrolysis 2%.
For COc1ccc(-c2cc3nc(C)cc(N4CCN(C(=O)c5ccco5)CC4)n3n2)cc1 the results were Dengue-2 NS5 capping 3% and Rac1 GTP hydrolysis 16%.
Cc1ccc(CN(C)c2ccc(S(=O)(=O)N3CCCC3)cn2)cc1 was read as Dengue-2 NS5 capping -6% and Rac1 GTP hydrolysis 7%.
For COc1ccc(Cl)cc1NC(=O)CCN1C(=O)NC(C)(C)C1=O the results were Dengue-2 NS5 capping -5% and Rac1 GTP hydrolysis 4%.

The list goes on, overlapping the part above by three compounds.
For COc1ccc(-c2cc3nc(C)cc(N4CCN(C(=O)c5ccco5)CC4)n3n2)cc1 the results were Dengue-2 NS5 capping 3% and Rac1 GTP hydrolysis 16%.
Cc1ccc(CN(C)c2ccc(S(=O)(=O)N3CCCC3)cn2)cc1 was read as Dengue-2 NS5 capping -6% and Rac1 GTP hydrolysis 7%.
For COc1ccc(Cl)cc1NC(=O)CCN1C(=O)NC(C)(C)C1=O the results were Dengue-2 NS5 capping -5% and Rac1 GTP hydrolysis 4%.
For O=c1[nH]c2nc(Cl)nc(Cl)c2[nH]1 the results were Dengue-2 NS5 capping 10% and Rac1 GTP hydrolysis 2%.
Screening COc1ccccc1OCCC(=O)Nc1ccc2c(c1)OCO2 returned Dengue-2 NS5 capping -8% and Rac1 GTP hydrolysis 2%.
Screening COc1cccc(CNS(=O)(=O)c2ccccc2Br)c1OC returned Dengue-2 NS5 capping -6% and Rac1 GTP hydrolysis 4%.
O=C(CSc1nnc(CNC(=O)c2c(F)cccc2F)o1)c1ccc(Cl)cc1 was read as Dengue-2 NS5 capping -1% and Rac1 GTP hydrolysis 10%.
`COc1cc(C#Cc2ccc3cc(CCO)oc(=O)c3c2)cc(OC)c1` gave Dengue-2 NS5 capping -5% and Rac1 GTP hydrolysis 2%.
`O=C(C1COc2ccccc2O1)N1CCN(c2ccc(C(F)(F)F)cn2)CC1` (stereo not given) gave Dengue-2 NS5 capping -12% and Rac1 GTP hydrolysis 4%.
`C[C@@H]1C(c2ccc(F)cc2)=NN(c2ccc(Br)cc2)[C@H]1C(=O)N1CCOC1=O` gave Dengue-2 NS5 capping -2%, Rac1 GTP hydrolysis 4% and Dengue-2 NS5 capping pilot replicate 1.8.
For CCc1sc(C(=O)NNC(=O)c2cncc(Br)c2)cc1C the results were Dengue-2 NS5 capping -1% and Rac1 GTP hydrolysis 2%.
Screening CC(C)C[C@H]1CN([C@@H](CC(C)C)CN2CCCC2CN2C(=S)NC[C@@H]2Cc2ccc(O)cc2)C(=S)N1CC1CCCCCC1 (stereo not given in full) returned Dengue-2 NS5 capping -1%, Rac1 GTP hydrolysis 7% and Dengue-2 NS5 capping pilot replicate -0.9.
CCOc1ccc(CCN2C(=S)N([C@@H](CC(C)C)CN3CCCC3CN3C(=S)NC[C@@H]3CC(C)C)C[C@@H]2CC(C)C)cc1 (stereo not given in full) was read as Dengue-2 NS5 capping 3% and Rac1 GTP hydrolysis 9%.
Screening Cc1ccccc1-c1nc(S(=O)(=O)c2ccccc2)c(NCCCN2CCOCC2)o1 returned Dengue-2 NS5 capping -6% and Rac1 GTP hydrolysis 6%.
`CC1(c2ccccc2)CC(c2ccccc2)=C(C#N)C(=O)N1` (stereo not given) gave Dengue-2 NS5 capping 2% and Rac1 GTP hydrolysis 1%.

Next section, overlapping the part above by 3 compounds.
CCOc1ccc(CCN2C(=S)N([C@@H](CC(C)C)CN3CCCC3CN3C(=S)NC[C@@H]3CC(C)C)C[C@@H]2CC(C)C)cc1 (stereo not given in full) was read as Dengue-2 NS5 capping 3% and Rac1 GTP hydrolysis 9%.
Screening Cc1ccccc1-c1nc(S(=O)(=O)c2ccccc2)c(NCCCN2CCOCC2)o1 returned Dengue-2 NS5 capping -6% and Rac1 GTP hydrolysis 6%.
`CC1(c2ccccc2)CC(c2ccccc2)=C(C#N)C(=O)N1` (stereo not given) gave Dengue-2 NS5 capping 2% and Rac1 GTP hydrolysis 1%.
C[C@@H]1CN([C@@H](C)CO)C(=O)c2c(c3ccccc3n2C)-c2ccccc2CO[C@H]1CN(C)C(=O)[C@H](C)c1ccccc1 was read as Dengue-2 NS5 capping -5% and Rac1 GTP hydrolysis 7%.
For CC(=O)N1N=C(c2ccc(Br)cc2)CC1c1ccc(Br)cc1 (stereo not given) the results were Dengue-2 NS5 capping -6% and Rac1 GTP hydrolysis 14%.
`COc1ccc(NC(=O)C[C@@H]2C(=O)N(c3ccc(OC)cc3)CC2(C)C)cc1` gave Dengue-2 NS5 capping -5% and Rac1 GTP hydrolysis 9%.
C[C@H]1COC(=O)[C@H](NC(=O)OCC2c3ccccc3-c3ccccc32)C/C=C\C[C@H](CC(=O)N(CCO)Cc2ccccc2)C(=O)N1 was read as Dengue-2 NS5 capping -5%, Rac1 GTP hydrolysis 7% and Dengue-2 NS5 capping pilot replicate -5.5.
Screening COc1ccc(OC)c(N=Nc2c(O)c3ccccc3[nH]c2=O)c1 returned Dengue-2 NS5 capping -5% and Rac1 GTP hydrolysis 10%.
For COc1ccc(CCNC(=O)CN2C(=O)NC3(CCCCC3)C2=O)cc1 the results were Dengue-2 NS5 capping -4% and Rac1 GTP hydrolysis -4%.
For O=C(OCC(=O)N1CCc2ccccc21)c1ccc(Br)o1 the results were Dengue-2 NS5 capping -1% and Rac1 GTP hydrolysis 1%.
Screening CNC(=O)c1ccc(NC(=O)c2ccccc2OCc2c(C)noc2C)cc1 returned Dengue-2 NS5 capping 5% and Rac1 GTP hydrolysis 9%.
`O=C(CCN1C(=O)CSc2ccccc21)Nc1ccc(OC(F)(F)F)cc1` gave Dengue-2 NS5 capping -7% and Rac1 GTP hydrolysis 2%.
Screening Cc1ccc(C(=O)O)cc1NC(=O)C1CCN(S(=O)(=O)c2ccc3c(c2)OCCO3)CC1 returned Dengue-2 NS5 capping 10% and Rac1 GTP hydrolysis 6%.
`COC(=O)c1c(NC(=O)c2ccccc2C(=O)O)sc2c1CCCC2` gave Dengue-2 NS5 capping 6% and Rac1 GTP hydrolysis 12%.
CCN1CCN(CC(=O)Nc2cc(S(=O)(=O)N3CCCCC3)ccc2Cl)CC1 was read as Dengue-2 NS5 capping -2% and Rac1 GTP hydrolysis 7%.

Quoted at random: 4 records from the list, in no set order.
`COC(=O)c1c(NC(=O)c2ccccc2C(=O)O)sc2c1CCCC2` gave Dengue-2 NS5 capping 6% and Rac1 GTP hydrolysis 12%.
C[C@H]1COC(=O)[C@H](NC(=O)OCC2c3ccccc3-c3ccccc32)C/C=C\C[C@H](CC(=O)N(CCO)Cc2ccccc2)C(=O)N1 was read as Dengue-2 NS5 capping -5%, Rac1 GTP hydrolysis 7% and Dengue-2 NS5 capping pilot replicate -5.5.
For O=C(OCC(=O)N1CCc2ccccc21)c1ccc(Br)o1 the results were Dengue-2 NS5 capping -1% and Rac1 GTP hydrolysis 1%.
C[C@@H]1CN([C@@H](C)CO)C(=O)c2c(c3ccccc3n2C)-c2ccccc2CO[C@H]1CN(C)C(=O)[C@H](C)c1ccccc1 was read as Dengue-2 NS5 capping -5% and Rac1 GTP hydrolysis 7%.

Later entries.
For COc1ccc(C(CNC(=O)c2ccc(NS(=O)(=O)c3ccccc3)cc2)N2CCOCC2)cc1 (stereo not given) the results were Dengue-2 NS5 capping 6% and Rac1 GTP hydrolysis 11%.
Screening CC(C)(C)N1CC(C(=O)Nc2ccc(C(N)=O)cc2)CC1=O (stereo not given) returned Dengue-2 NS5 capping 4% and Rac1 GTP hydrolysis 0%.
`Cn1c(=O)c2[nH]c(CN3CCCCC3)nc2n(C)c1=O` gave Dengue-2 NS5 capping 2% and Rac1 GTP hydrolysis 1%.
O=C(Cc1ccccc1F)Nc1ccc(S(=O)(=O)N2CCCC2)cc1 was read as Dengue-2 NS5 capping 4% and Rac1 GTP hydrolysis 3%.
Cc1nc2c(C)cccn2c1/C(O)=C1\C(=O)C(=O)N(CCN(C)C)C1c1cccs1 (stereo not given) was read as Dengue-2 NS5 capping -10% and Rac1 GTP hydrolysis 10%.
`Cc1noc(C)c1COc1ccc(C(=O)N2CCC(C(N)=O)CC2)cc1` gave Dengue-2 NS5 capping 4% and Rac1 GTP hydrolysis 2%.
For NNC(=O)Cc1cc(=O)[nH][nH]1 the results were Dengue-2 NS5 capping 5% and Rac1 GTP hydrolysis 5%.
Screening OCC1OC(n2cnc3c(NCc4ccccc4O)ncnc32)C(O)C1O (stereo not given) returned Dengue-2 NS5 capping -10% and Rac1 GTP hydrolysis -2%.
For C[C@@H]1CN([C@@H](C)CO)C(=O)c2cc(C3=CCCCC3)cnc2O[C@H]1CN(C)C(=O)Nc1cccc(F)c1 the results were Dengue-2 NS5 capping -7% and Rac1 GTP hydrolysis 5%.
Cn1cccc1C(=O)OCC(=O)NCCCc1ccccc1 was read as Dengue-2 NS5 capping -1% and Rac1 GTP hydrolysis 1%.
Cc1cn([C@H]2C[C@H](O)[C@@H](CNC(=O)[C@H](N)Cc3cccnc3)O2)c(=O)[nH]c1=O was read as Dengue-2 NS5 capping 4% and Rac1 GTP hydrolysis 7%.
Screening Cc1nn(CC(=O)c2ccc3c(c2)OCCO3)c(=O)c(C#N)c1C returned Dengue-2 NS5 capping -3% and Rac1 GTP hydrolysis 7%.
For CCOC(=O)C1=C(C)NC(C)=C(C(=O)OCC)C1C(=O)OCC(=O)NCc1ccccc1OC the results were Dengue-2 NS5 capping -4% and Rac1 GTP hydrolysis 1%.
Screening C[C@@H]1CN([C@H](C)CO)C(=O)c2cc(Br)cnc2O[C@@H]1CN(C)C(=O)CC1CC1 returned Dengue-2 NS5 capping 1% and Rac1 GTP hydrolysis 6%.
Screening O=c1c2c(O)cc(O)cc2oc2c(O)ccc(O[C@H]3O[C@@H](CO)[C@H](O)[C@@H](O)[C@@H]3O)c12 returned Dengue-2 NS5 capping -3% and Rac1 GTP hydrolysis 17%.
`CN(CC(=O)Nc1c(Cl)cccc1Cl)CC(=O)N1CCc2ccccc21` gave Dengue-2 NS5 capping -3% and Rac1 GTP hydrolysis 15%.
CCCCn1c(N)c(N(CCOC)C(=O)CSc2nnc(-c3ccco3)n2CC)c(=O)[nH]c1=O was read as Dengue-2 NS5 capping 4% and Rac1 GTP hydrolysis 0%.
Screening COc1ccc2[nH]c3c(c2c1)CCN1C(=O)C(CC(=O)NC(C)(C)C)C[C@H](C(=O)N(C(C)C)C(C)C)[C@@]31C (stereo not given in full) returned Dengue-2 NS5 capping -7%, Rac1 GTP hydrolysis 7% and Dengue-2 NS5 capping pilot replicate -4.9.
For CC(C)(C)[C@@H]1CCC(=O)N(CC[C@H](Sc2ccc(Br)cc2)c2ccccc2)CC1 the results were Dengue-2 NS5 capping 3% and Rac1 GTP hydrolysis 2%.
For O=C(Nc1ccc(Cl)c(S(=O)(=O)N2CCCC2)c1)c1nn(CCO)c(=O)c2ccccc12 the results were Dengue-2 NS5 capping -9% and Rac1 GTP hydrolysis 6%.
O=C(Nc1ccc(C(=O)N2CCCC2)cc1)C1CC1 was read as Dengue-2 NS5 capping -3%, Rac1 GTP hydrolysis -6% and Dengue-2 NS5 capping pilot replicate 2.1.
Screening CCN(CC)C(=O)C1=C(C)N(Cc2ccccc2)C(=O)C(CC(=O)NCCc2ccccn2)C1 (stereo not given) returned Dengue-2 NS5 capping 1% and Rac1 GTP hydrolysis -4%.
Screening Clc1cccc(-c2ccc3ncnc(NCc4cccs4)c3c2)c1 returned Dengue-2 NS5 capping -2% and Rac1 GTP hydrolysis 3%.
